NOD2 RIPK2 PPI: inhibitors of human NOD2-RIPK2 interaction. O43353. CHO BLA complementation NOD2-RIPK2, CCF4 ratio. inhibition, % at 4.98 µM. 360,000 compounds, 0.38% hits; in the data active means inhibition above about 21%;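 further: 0% = vehicle only and 100% = reference blocker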
TLR9-MyD88 block: blocks human TLR9 binding to MyD88 | Q9NR96+Q99836 | CHO BLA complementation TLR9-MyD88, CCF4 FRET ratio | inhibition, % at 4.98 µM | 340,000 compounds, 0.21% hits | AID 504734;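 active means inhibition above the mean over all tested compounds plus 3 SD, cut at about 21% in these data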;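 further: 0% = DMSO only wells and 100% = clavulanate BLA inhibitor control wells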
Glyco luc inh: N-linked glycosylation inhibition; 360,000 compounds, 0.23% hits; AID 588692; reporter increase, % at 12.5 µM; D54 ERlucT glycosylation luciferase reporter, 24 h; percent of 100 nM tunicamycin response;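 active means mean luciferase reporter signal, scaled so untreated is 0 and the glycosylation-blocking control 100, at or above a set limit in every replicate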;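 further: luciferase carries N-glycosylation sites so blocking glycosylation raises the light; 0% = median of neutral control wells and 100% = median of 100 nM tunicamycin wells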
MC4R barr agon: activates human MC4R beta-arrestin recruitment | P32245 | U2OS MC4R beta-arrestin complementation, luminescence; percent of melanotan II response, DMSO zero | activation, % at 8.9 µM | 360,000 compounds, 0.98% hits;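 active means activation above a per-plate cutoff, the mean activation of sample wells on that plate plus 3 SD, cut at about 8% in these data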
Target sequence (P32245 whole entry, looked up): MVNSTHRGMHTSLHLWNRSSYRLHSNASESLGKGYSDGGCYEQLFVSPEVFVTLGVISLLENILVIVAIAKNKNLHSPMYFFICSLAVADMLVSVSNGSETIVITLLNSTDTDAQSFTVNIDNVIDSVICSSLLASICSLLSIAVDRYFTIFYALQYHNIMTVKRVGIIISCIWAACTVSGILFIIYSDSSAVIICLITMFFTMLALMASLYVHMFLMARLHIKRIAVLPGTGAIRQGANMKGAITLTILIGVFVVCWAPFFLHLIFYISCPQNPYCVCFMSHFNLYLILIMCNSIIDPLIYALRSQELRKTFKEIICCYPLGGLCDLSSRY
NCOA2 inhibitor: human SRC2 (NCOA2) inhibition | Q15596 | HEK293 GAL4-SRC2 luciferase reporter, luminescence | inhibition, % at 9 µM | 370,000 compounds, 0.17% hits;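 active means inhibition above the mean inhibition of all tested compounds plus 3 SD, set per campaign, cut at about 52% in these data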;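 further: 0% = DMSO treated cells and 100% = cells given Gossypol at 36 µM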
ABCB6 inh 2: human ABCB6 transporter inhibition; fluorescence ratio to DMSO, % at 10 µM; 360,000 compounds, 0.19% hits; AID 602162; K562-ABCB6 porphyrin accumulation, flow cytometry, 1 h; hits give low values;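 active means fluorescence ratio to DMSO below 75%, the collection mean minus 3 SD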;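 further: signal is porphyrin accumulated inside mitochondria; 100% equals median channel fluorescence of DMSO control wells; lower ratio means ABCB6 inhibition with less porphyrin fluorescence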
H9c2 protect: myocardial damage modulation in H9c2 cells. H9c2 cardiomyocytes, H2O2 injury protection, ATPLite, 2 h. 360,000 compounds, 0.63% hits. protection from H2O2 cell death, % at 20 µM;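 active means compounds giving at least 50% protection of heart cells from peroxide-induced death in the single-dose screen, raw or plate-pattern-corrected value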;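 further: 0% = DMSO wells with peroxide and 100% = DMSO wells without peroxide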
ABHD5-PLIN5 inh: ABHD5-PLIN5 protein interaction inhibition; 360,000 compounds, 0.78% hits; AID 602281; Split G. princeps luciferase complementation, luminescence, 4 h; Q00G26+Q8WTS1; inhibition, % at 4 µM;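 active means inhibition above the mean inhibition across every tested compound plus 3 SD, cut at about 22% in these data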;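 further: 0% = DMSO only wells and the 100% control is not disclosed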
MC4R antag cAMP: blocks human MC4R cAMP signaling; AID 540295; 360,000 compounds, 0.48% hits; inhibition, % at 6.5 µM; MC4R-expressing cells, MTII-stimulated cAMP, LANCE TR-FRET;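 active means inhibition above its plate's cutoff, the mean of tested wells on that plate plus 3 SD, cut at about 29% in these data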;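 further: 0% = Melanotan II alone and 100% = Melanotan II plus saturating MCL0020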
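system = U2OS cells with stable human MC4R expression | also added = Melanotan II challenge after compound preincubation | dosing = one concentration, 6.5 µM nominal | incubation = compound 30 min, challenge 1 h, detection 1 h | measured by = TR-FRET with Eu-cAMP and labeled anti-cAMP, 671 nm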
HTR2A ag: mouse HTR2A agonism via beta-arrestin recruitment. CHO-K1 mHTR2A beta-arrestin complementation, luminescence; percent of 30 µM serotonin response. 360,000 compounds, 0.66% hits. activation, % at 7.6 µM;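 active means activation above a run cutoff, the mean activation of all tested compounds plus 3 SD, cut at about 14% in these data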;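 further: 0% = plate median of compound wells and 100% = 30 µM serotonin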
Target sequence (P35363 whole entry, looked up): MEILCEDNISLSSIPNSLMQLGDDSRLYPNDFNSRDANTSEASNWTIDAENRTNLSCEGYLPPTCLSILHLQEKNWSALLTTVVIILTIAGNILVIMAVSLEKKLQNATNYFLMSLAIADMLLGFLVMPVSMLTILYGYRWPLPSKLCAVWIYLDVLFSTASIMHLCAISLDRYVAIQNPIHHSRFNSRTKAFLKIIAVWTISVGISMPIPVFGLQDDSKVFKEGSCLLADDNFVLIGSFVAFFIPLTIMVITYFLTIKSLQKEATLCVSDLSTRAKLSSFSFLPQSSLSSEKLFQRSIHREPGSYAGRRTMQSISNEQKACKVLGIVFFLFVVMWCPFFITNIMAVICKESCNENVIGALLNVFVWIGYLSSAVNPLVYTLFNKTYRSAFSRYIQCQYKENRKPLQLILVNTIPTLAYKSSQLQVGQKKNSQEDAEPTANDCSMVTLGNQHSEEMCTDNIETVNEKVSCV
An asterisk follows results filed as active. A portion of the library; count on the stated rates, not on these rows.

`COc1ccccc1-c1sc2cc3c(cc2c1C#CC1(O)CCCCC1)OCO3` gave NOD2 RIPK2 PPI -8, TLR9-MyD88 block -5, Glyco luc inh 2, MC4R barr agon 1.2, NCOA2 inhibitor 3, ABCB6 inh 2 98, H9c2 protect -3, ABHD5-PLIN5 inh -15, MC4R antag cAMP -2 and HTR2A ag -3.
`CCn1c(C)nc2cc(C(=O)NNC(=S)Nc3ccccc3)ccc21` gave NOD2 RIPK2 PPI 2, TLR9-MyD88 block 4, Glyco luc inh -11, MC4R barr agon -1.9, NCOA2 inhibitor -31, ABCB6 inh 2 93, H9c2 protect -10, ABHD5-PLIN5 inh -5, MC4R antag cAMP -1 and HTR2A ag -4.
For O=C(COC(=O)COc1ccc(Br)cc1)NCC1CCCO1 (configuration not stated) the results were NOD2 RIPK2 PPI -1, TLR9-MyD88 block 10, Glyco luc inh 3, MC4R barr agon -0.5, NCOA2 inhibitor 8, ABCB6 inh 2 104, H9c2 protect 3, ABHD5-PLIN5 inh 2, MC4R antag cAMP 4 and HTR2A ag -5.
CCCCNC(=O)c1cn(CC)c2cc(N3CCN(C)CC3)c(F)cc2c1=O was read as NOD2 RIPK2 PPI 5, Glyco luc inh 1, MC4R barr agon -0.2, NCOA2 inhibitor -5, ABCB6 inh 2 97, H9c2 protect 11, ABHD5-PLIN5 inh 0, MC4R antag cAMP 5 and HTR2A ag -3.
`OCC1(Cc2ccc(F)cc2)CCCN(CCCC(F)(F)F)C1` (configuration not stated) gave NOD2 RIPK2 PPI -7, TLR9-MyD88 block -2, Glyco luc inh -6, MC4R barr agon 1.4, NCOA2 inhibitor -22, ABCB6 inh 2 97, H9c2 protect 1, ABHD5-PLIN5 inh 6, MC4R antag cAMP 3 and HTR2A ag 2.
For O=C(COc1ccc(Br)cc1)Nc1ccc(-c2nnc(-c3ccco3)o2)cc1 the results were NOD2 RIPK2 PPI -4, TLR9-MyD88 block 7, Glyco luc inh 0, MC4R barr agon -1.7, NCOA2 inhibitor -15, ABCB6 inh 2 95, H9c2 protect -1, ABHD5-PLIN5 inh 2, MC4R antag cAMP 4 and HTR2A ag 8.
For O=[N+]([O-])c1cccc(N(CC(O)CN2CCCC2)S(=O)(=O)c2ccccc2)c1 (configuration not stated) the results were NOD2 RIPK2 PPI -8, TLR9-MyD88 block 6, Glyco luc inh -2, MC4R barr agon -1.9, NCOA2 inhibitor -21, ABCB6 inh 2 105, H9c2 protect -1, ABHD5-PLIN5 inh 2, MC4R antag cAMP 0 and HTR2A ag -6.
`CCOc1ccc2nc(SCc3ccc(C(=O)OC)o3)[nH]c2c1` gave NOD2 RIPK2 PPI -5, TLR9-MyD88 block 7, Glyco luc inh -1, MC4R barr agon -2.3, NCOA2 inhibitor -34, ABCB6 inh 2 102, H9c2 protect -11, ABHD5-PLIN5 inh -2, MC4R antag cAMP 6 and HTR2A ag 1.
Screening O=C(CCN1C(=O)/C(=C/c2ccc(F)cc2)SC1=S)NNC(=O)c1cccnc1 returned NOD2 RIPK2 PPI -14, TLR9-MyD88 block -9, Glyco luc inh -2, MC4R barr agon 4.4, NCOA2 inhibitor -3, ABCB6 inh 2 97, H9c2 protect -12, ABHD5-PLIN5 inh 3, MC4R antag cAMP -7 and HTR2A ag 1.
`CC1(C)CC2CC(C)(CN2C(=O)c2cc(-c3ccc(F)cc3)on2)C1` (configuration not stated) gave NOD2 RIPK2 PPI -11, TLR9-MyD88 block 10, Glyco luc inh -2, MC4R barr agon 1.9, NCOA2 inhibitor -44, ABCB6 inh 2 93, H9c2 protect -2, ABHD5-PLIN5 inh 8, MC4R antag cAMP -2 and HTR2A ag 5.
For Oc1ccc(CCc2ccccn2)cc1 the results were NOD2 RIPK2 PPI -1, TLR9-MyD88 block -5, Glyco luc inh 1, MC4R barr agon -0.3, NCOA2 inhibitor -52, ABCB6 inh 2 95, H9c2 protect 2, ABHD5-PLIN5 inh -4, MC4R antag cAMP -6 and HTR2A ag 4.
Screening Cc1ccc(S(=O)(=O)NCCC(=O)NCCOc2ccccc2)cc1 returned NOD2 RIPK2 PPI 8, TLR9-MyD88 block 2, Glyco luc inh 1, MC4R barr agon 0.0, NCOA2 inhibitor 9, ABCB6 inh 2 99, H9c2 protect -6, ABHD5-PLIN5 inh 2, MC4R antag cAMP 4 and HTR2A ag -2.
Cc1cc(C)n(-c2c(F)c(F)c(CN3CCCCC3)c(F)c2F)n1 was read as NOD2 RIPK2 PPI -7, TLR9-MyD88 block 1, Glyco luc inh -1, MC4R barr agon -1.1, NCOA2 inhibitor -15, ABCB6 inh 2 109, H9c2 protect -1, ABHD5-PLIN5 inh -8, MC4R antag cAMP 14 and HTR2A ag -6.
Screening CC(C)C(C(=O)Nc1nccs1)N1C(=O)c2ccccc2C1=O (configuration not stated) returned NOD2 RIPK2 PPI 2, TLR9-MyD88 block -1, Glyco luc inh 1, MC4R barr agon 0.9, NCOA2 inhibitor 1, ABCB6 inh 2 101, H9c2 protect -8, ABHD5-PLIN5 inh -11, MC4R antag cAMP 24 and HTR2A ag 1.
CCCCn1c(N)c(N(CC)C(=O)C2CCCC2)c(=O)[nH]c1=O was read as NOD2 RIPK2 PPI -8, TLR9-MyD88 block 2, Glyco luc inh 2, MC4R barr agon -0.4, NCOA2 inhibitor -11, ABCB6 inh 2 89, H9c2 protect -4, ABHD5-PLIN5 inh -1, MC4R antag cAMP 1 and HTR2A ag 3.
O=C(COc1ccccc1)NCC(c1ccco1)N1CCN(c2ccc(F)cc2)CC1 (configuration not stated) was read as NOD2 RIPK2 PPI 1, TLR9-MyD88 block -17, Glyco luc inh -5, MC4R barr agon -1.7, NCOA2 inhibitor 2, ABCB6 inh 2 96, H9c2 protect 1, ABHD5-PLIN5 inh 14, MC4R antag cAMP 2 and HTR2A ag 4.
`O=[N+]([O-])c1cc(/C=N/Nc2nc(N3CCOCC3)nc(N3CCOCC3)n2)ccc1Cl` gave NOD2 RIPK2 PPI -11, TLR9-MyD88 block 0, Glyco luc inh -1, MC4R barr agon -0.7, NCOA2 inhibitor 11, ABCB6 inh 2 95, H9c2 protect 8, ABHD5-PLIN5 inh 1, MC4R antag cAMP 5 and HTR2A ag 1.
Screening CCOC(=O)CCCCC(=O)c1[nH]c(=O)[nH]c1CSc1nnc2c3ccccc3n(C(C)C)c2n1 returned NOD2 RIPK2 PPI 0, TLR9-MyD88 block 3, Glyco luc inh -2, MC4R barr agon -0.8, NCOA2 inhibitor 19, ABCB6 inh 2 93, H9c2 protect -2, ABHD5-PLIN5 inh 0, MC4R antag cAMP -52 and HTR2A ag 4.
For CC(=O)Nc1ccccc1OCC(=O)c1cc(C)n(Cc2cccs2)c1C the results were NOD2 RIPK2 PPI -6, TLR9-MyD88 block -20, Glyco luc inh -8, MC4R barr agon -2.0, NCOA2 inhibitor 8, ABCB6 inh 2 88, H9c2 protect -10, ABHD5-PLIN5 inh 7, MC4R antag cAMP 8 and HTR2A ag 0.
For COc1ccc(-c2nc(SC)n(C(=O)c3ccco3)n2)cc1 the results were NOD2 RIPK2 PPI -4, TLR9-MyD88 block 8, Glyco luc inh 5, MC4R barr agon 1.4, NCOA2 inhibitor -44, ABCB6 inh 2 97, H9c2 protect -8, ABHD5-PLIN5 inh -1, MC4R antag cAMP 4 and HTR2A ag 6.
Screening COCCNC(=O)CSc1nc2c(n1-c1ccccc1)CCCC2 returned NOD2 RIPK2 PPI -12, TLR9-MyD88 block 2, Glyco luc inh 1, MC4R barr agon 0.0, NCOA2 inhibitor -32, ABCB6 inh 2 94, H9c2 protect 2, ABHD5-PLIN5 inh -3, MC4R antag cAMP 3 and HTR2A ag -2.
Cc1nnc(NC(=O)C2CC(=O)N(c3ccccc3)C2)s1 (configuration not stated) was read as NOD2 RIPK2 PPI -3, TLR9-MyD88 block 0, Glyco luc inh 0, MC4R barr agon -3.1, NCOA2 inhibitor -17, ABCB6 inh 2 98, H9c2 protect -3, ABHD5-PLIN5 inh 0, MC4R antag cAMP 2 and HTR2A ag 8.
For CS(=O)(=O)c1ccc(Nc2nc(C(N)c3ccccc3Cl)cs2)cc1 (configuration not stated) the results were NOD2 RIPK2 PPI -4, Glyco luc inh -3, MC4R barr agon -0.8, NCOA2 inhibitor 13, ABCB6 inh 2 93, H9c2 protect 0, ABHD5-PLIN5 inh -4, MC4R antag cAMP 1 and HTR2A ag -8.
CN1OC[C@@H]2CN[C@H](c3cccc(-c4cc(Cl)cc(Cl)c4)c3)C[C@@H]21 was read as NOD2 RIPK2 PPI 2, TLR9-MyD88 block -8, Glyco luc inh -1, MC4R barr agon 0.6, NCOA2 inhibitor 4, ABCB6 inh 2 99, H9c2 protect 10, ABHD5-PLIN5 inh 14, MC4R antag cAMP 6 and HTR2A ag 5.
For CCn1cc(C(=O)NCC(=O)NCCCN2CCOCC2)c(=O)c2cc3c(cc21)OCO3 the results were NOD2 RIPK2 PPI -13, TLR9-MyD88 block -12, Glyco luc inh 0, MC4R barr agon -2.2, NCOA2 inhibitor 3, ABCB6 inh 2 99, H9c2 protect 2, ABHD5-PLIN5 inh -1, MC4R antag cAMP 10 and HTR2A ag 6.
`CCOC(=O)c1nc(C(=O)NCc2ccc(C)cc2)nc2ccccc12` gave NOD2 RIPK2 PPI -5, TLR9-MyD88 block 0, Glyco luc inh 1, MC4R barr agon -1.9, NCOA2 inhibitor -4, ABCB6 inh 2 93, H9c2 protect 4, ABHD5-PLIN5 inh 5, MC4R antag cAMP 4 and HTR2A ag -6.
Screening CSCCC(=O)N1CCCC(N(C)CCc2ccccc2)C1 (configuration not stated) returned NOD2 RIPK2 PPI 8, TLR9-MyD88 block 4, Glyco luc inh 1, MC4R barr agon -0.7, NCOA2 inhibitor -6, ABCB6 inh 2 95, H9c2 protect 5, ABHD5-PLIN5 inh 4, MC4R antag cAMP 8 and HTR2A ag -7.
For C=CC[C@H](CC(=O)N(CCO)Cc1ccccc1)C(=O)NCCOC(=O)[C@@H](CC=C)CC(=O)OC(C)(C)C the results were NOD2 RIPK2 PPI -6, TLR9-MyD88 block 4, Glyco luc inh -1, MC4R barr agon -1.8, NCOA2 inhibitor 7, ABCB6 inh 2 99, H9c2 protect 0, ABHD5-PLIN5 inh 6, MC4R antag cAMP 3 and HTR2A ag 7.
COc1ccc(SC[C@H](Cc2ccccc2)N2CCN(C)CCC2=O)cc1 was read as NOD2 RIPK2 PPI -3, TLR9-MyD88 block -14, Glyco luc inh 0, MC4R barr agon -0.5, NCOA2 inhibitor 13, ABCB6 inh 2 98, H9c2 protect 11, ABHD5-PLIN5 inh 2, MC4R antag cAMP 8 and HTR2A ag -4.

Screening data deposited in PubChem by several laboratories.
